ERK EGF block: blocks ERK signaling stimulated by EGF; HEK293-V1b, EGF-stimulated phospho-ERK AlphaScreen; Potency, µM (highest dose often 11.5 µM), without a hit: at the highest dose activity change, negative = inhibition, most hits filed as inhibitors; actives 0.41% (n = 130,000); active = well fitted inhibition curve with a large enough effect; inconclusive = small, poorly fitted or top-dose-only effect, or effect the other way;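 note: plate controls were stimulated vehicle wells for no effect and unstimulated vehicle basal for full effect; nearly all actives have a fitted effect of over 55% in size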
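Phospho-ERK1/2 measured by AlphaScreen (SureFire) after 5 min 25 nM EGF stimulation of V1b-expressing HEK293 cells preincubated 30 min at 37C with titrated compounds; data scaled to DMSO and EGF controls, Hill-fitted AC50.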
* = called active by the depositor; u = inconclusive; [ ] = remark or other dose. Potency is the fitted concentration of half-maximal effect. These rows are one share of the data. The share of hits here may be higher or lower than overall.

Compound | ERK EGF block
CC1(C)O[C@@H]2C[C@H]3[C@@H]4CCC5=CC(=O)C=C[C@]5(C)[C@@]4(F)[C@@H](O)C[C@]3(C)[C@]2(C(=O)CO)O1 | 2%[57.5 µM]
O=C(Nc1ccccc1)N1CC[C@@]2(CCCN(C(=O)c3ccncc3)C2)C1 | 2%
c1ccc(Cn2nnc3c(N4CCc5ccccc54)ncnc32)cc1 | 6%
CCOC(=O)N1CCN(CC(=O)Nc2sc(CC)cc2C(=O)c2ccc(OC)cc2)CC1 | -3%[57.5 µM]
COc1cc(C)nc(N(Cc2ccccc2)S(=O)(=O)c2ccc(C)cc2)n1 | -15%[57.5 µM]
O=C(NCCCn1ccnc1)c1cc2c(ccc3ccccc32)o1 | 8%
Cc1nnc(SC/C=C/c2ccccc2)n(N)c1=O | 3%
CCC(=O)N/N=c1/sc2ccccc2n1C | -1%
CC(=O)NC1C(OCc2ccccc2)OC2COC(c3ccccc3)OC2C1OCC(=O)O (stereo unspecified) | 0%
COc1ccc(/C=N/NC(=O)C(C)N(c2ccc(OC)cc2)S(C)(=O)=O)cc1 (stereo unspecified) | 2%[57.5 µM]
CC1(C)C(=O)C(c2ccccc2)=C2CN3C(=O)N(CCc4ccccc4)C(=O)C3(Cc3ccc(C(F)(F)F)cc3)C=C21 (stereo unspecified) | 1%
Cn1ncc(Br)c1C(=O)Nc1ccc(F)cc1F | 6%
O=C(CN1CCN(S(=O)(=O)c2ccccc2[N+](=O)[O-])CC1)Nc1ccc(N2CCOCC2)cc1 | -1%[57.5 µM]
Cn1nnnc1SCC(=O)Nc1cccc([N+](=O)[O-])c1 | -2%
O=c1[nH]c2ccc(S(=O)(=O)N3CCN(c4ccc(F)cc4)CC3)cc2o1 | -7%[57.5 µM]
CNc1ccc([N+](=O)[O-])cc1C(=O)O | 8%[57.5 µM]
COc1ccc(NC(=O)c2cc(C)nc3ccccc23)c(OC)c1 | 2%
CC(C)(C)OC(=O)CNC(=O)c1nc[nH]c1C(=O)NCC(=O)OC(C)(C)C | -6%[57.5 µM]
Cc1ccc2nc(NC(=O)C3CCCN(S(=O)(=O)c4cccc5nonc45)C3)sc2c1 (stereo unspecified) | -20%[57.5 µM]
CCC1S/C(=N/N=C/c2ccco2)N(Cc2ccccc2C)C1=O (stereo unspecified) | 2%[57.5 µM]
COC(=O)c1ccc(CN2[C@H](C(=O)OC)C[C@@]3(O)[C@@H](O)[C@@H](O)[C@@H](O)C[C@@H]23)cc1 | -8%
Cc1ccc(-c2nn(-c3ccccc3)cc2CNCc2ccccc2)cc1 | u
COc1ccc(-n2c(=S)[nH]c3ncccc3c2=O)cc1 | 5%[57.5 µM]
CCC1=C(OC(=O)N(CC)CC)N2C(=O)OC(=NCC3CC3)[C@]2(Cc2ccccc2)[C@H]2C1=CC[C@H]1C(=O)N(CC)C(=O)[C@H]12 | 1%
CC(NC(=O)Cn1cccc1C(=O)c1ccccc1)c1ccc2c(c1)OCCO2 (stereo unspecified) | -14%[57.5 µM]

Pulled one by one from above, three records:
Compound | ERK EGF block
O=C(CN1CCN(S(=O)(=O)c2ccccc2[N+](=O)[O-])CC1)Nc1ccc(N2CCOCC2)cc1 | -1%[57.5 µM]
CC(=O)NC1C(OCc2ccccc2)OC2COC(c3ccccc3)OC2C1OCC(=O)O (stereo unspecified) | 0%
O=c1[nH]c2ccc(S(=O)(=O)N3CCN(c4ccc(F)cc4)CC3)cc2o1 | -7%[57.5 µM]

Remaining list, next part.
Compound | ERK EGF block
Cc1nnsc1-c1onc(C)c1C(=O)O/N=C/c1ccc(Cl)cc1 | -8%[57.5 µM]
O=C(Cc1ccccc1)Nc1ccc(NC(=O)c2cccs2)cc1 | 4%
Cn1cccc1Cc1nnc(SCC(=O)N2CCCc3ccccc32)n1-c1ccc(F)cc1 | -1%
Cc1c(C(=O)Nc2ccccc2)sc2nc3n(c(=O)c12)CCCCC3 | -4%
O=C(Oc1ccc(C(=S)N2CCCCC2)cc1)c1ccccc1F | 12%
Cn1c(SCC(=O)c2ccccc2)nnc1-c1cccs1 | -10%[57.5 µM]
CCCCOc1ccc(N=Nc2ccc(N)nc2N)cn1 | u
C/C(=N\NC(=O)c1cccs1)C(C)(C)C | 2%
CC(=O)Nc1ccc(S(=O)(=O)NCC(=O)NC(C)c2ccc(S(N)(=O)=O)cc2)cc1 (stereo unspecified) | u
O=C(NCC1CCCO1)Nc1ccc2c(c1)OCO2 (stereo unspecified) | -2%[57.5 µM]
NC(N)=NC(=S)Nc1ccc(Cl)cc1 | 0%[57.5 µM]
O=[N+]([O-])c1ccccc1OCCOc1ccccc1[N+](=O)[O-] | 11%[57.5 µM]
O=C(NC1CCCCC1)[C@H](CSCc1ccccc1)N1Cc2ccccc2C1=O | u
CC(C)(C)c1nnc(NC(=O)CS(=O)(=O)Cc2ccccc2)s1 | -9%
c1cncc(-c2nc(NCCN3CCOCC3)c3ccccc3n2)c1 | 22%
CCc1cccc(C)c1NC(=S)N(CCCN1CCOCC1)Cc1cccnc1 | 7%
CCCN(CCC)C(=O)C1CC(=O)OC12CCCCC2 (stereo unspecified) | -3%
O=C(CSc1ncn(-c2ccccc2)n1)Nc1nncs1 | -1%
c1ccc(Nc2nc3ccccc3n3nnnc23)cc1 | -11%[57.5 µM]
CCN(CC)CCNC(=O)c1ccc(NC(=O)COc2ccccc2F)cc1 | 2%
CC(C)CC(=O)NC(=S)N(Cc1ccccc1)Cc1ccccc1 | -2%
CCN(CC)S(=O)(=O)c1cccc(C(=O)N/N=C/c2cc(OC)c(O)c(OC)c2)c1 | 13%
O=C(CCOc1ccccc1)Nc1cccc([N+](=O)[O-])c1 | 2%
COc1ccc(N2CCN(c3ccc([N+](=O)[O-])cc3Cl)CC2)cc1 | 9%
COc1ccc2c(c1)O[C@@H](c1ccc3c(c1)OCO3)[C@H](OC(=O)N[C@H](C)C1CCCCC1)C2=O | -1%

Given with the structure last: part of the list above
| ERK EGF block | canonical_smiles |
| --- | --- |
| 2% | O=C(CCOc1ccccc1)Nc1cccc([N+](=O)[O-])c1 |
| -8%[57.5 µM] | Cc1nnsc1-c1onc(C)c1C(=O)O/N=C/c1ccc(Cl)cc1 |
| -4% | Cc1c(C(=O)Nc2ccccc2)sc2nc3n(c(=O)c12)CCCCC3 |
| 2% | CCN(CC)CCNC(=O)c1ccc(NC(=O)COc2ccccc2F)cc1 |

Next records
Compound | ERK EGF block
CCOc1cc(/C=N\Nc2nc(-c3ccc(C)cc3)c(NC(C)=O)s2)ccc1O | -3%[57.5 µM]
CCC(C)(C(=O)NC1CCCCC1)N(C(=O)CNC(=O)c1ccccc1)c1c(C)n(C)n(-c2ccccc2)c1=O (stereo unspecified) | 8%
CCN(Cc1cnn(C)c1)C(=O)c1cc(COc2ccc(F)cc2F)on1 | -21%[57.5 µM]
Oc1ccc(Cc2ncc(C(F)(F)F)cc2Cl)cc1 | 4%
CCOC(=O)c1c(NC(=S)NC(C)=O)sc(C)c1C | 0%
CN(C)/C=N/c1nc2nccc(-c3ccccn3)n2n1 | -2%
Cc1ccc(S(=O)(=O)N/N=C/c2ccccc2O)cc1[N+](=O)[O-] | -1%
CC1(C)C2C/C(=N\O)C(C)(/[N+]([O-])=C/c3cccc([N+](=O)[O-])c3)CC21 (stereo unspecified) | -7%
COc1ccc(CCNC(=O)CN2CCOc3ccccc32)cc1OC | -1%
O=C(Cc1ccc(-n2c(=O)c3ccccc3n(CC(=O)Nc3ccc(F)cc3F)c2=O)cc1)NCc1ccco1 | 9%
COc1ccc(OCC(O)Cn2c(Nc3cccc(C)c3)nc3c2c(=O)n(C)c(=O)n3C)cc1 (stereo unspecified) | 6%
CC1CC2=C(C(=O)O1)C(c1ccc(Cl)cc1)Nc1ccccc1N2 (stereo unspecified) | -3%
C=CCn1c(C2CCCCC2)n[nH]c1=S | -4%
CC(Sc1nncn1C)C(=O)Nc1ccc(Cl)cn1 (stereo unspecified) | 7%
O=C(Nc1ncccn1)c1cc(-c2ccc(F)cc2)nc2ccccc12 | 2%
CCOC(=O)C1(CC2CC2)CCN(Cc2ccc(OC)cc2F)CC1 | -2%
COC(=O)Cn1cc(/C=C/[N+](=O)[O-])c2ccccc21 | -6%
Cc1ccccc1OCCC(=O)Nc1cccc(S(=O)(=O)Nc2ccccc2Cl)c1 | u
Cc1[nH]n(C(N)=S)c(=O)c1N=Nc1ccc2ccccc2c1 | -1%
CCn1c(SCC(=O)Nc2cc(C)on2)nnc1-c1c[nH]c2ccccc12 | 6%[57.5 µM]
COc1ccc(-c2nsc(SCC(=O)Nc3ccc4c(c3)OCO4)n2)cc1 | 6%
Cn1c(SCC(=O)N2CCCC2=O)nnc1-c1ccccc1F | 6%
COc1ccccc1-c1ccc(NC2CCCC2)nn1 | -2%
COc1ccc(C(=O)Oc2ccc(C(=S)N3CCCC3)cc2)cc1OC | -11%
CCOC(=O)c1cccc(NC(=S)NCc2ccc(C)cc2)c1 | u
Cn1cnnc1Sc1ccc(/C=C(\CCC(=O)O)c2nc3ccccc3s2)cc1[N+](=O)[O-] | -5%
CCC(C)NC(=O)Cc1c(OC)ccc2cc(Br)ccc12 (stereo unspecified) | 5%
O=C(Oc1ccc2c3c(c(=O)oc2c1)CCCC3)c1cccs1 | -6%
NS(=O)(=O)c1ccc(NC(=O)COC(=O)c2ccc([N+](=O)[O-])s2)cc1 | -1%[57.5 µM]
Cc1ncc(/C=C2\C(=O)Nc3ccccc32)[nH]1 | 11%[57.5 µM]
CCOC(=O)C1=C(C)N=C2SC(C(=O)OC)=CC(=O)N2C1c1cc(OC)c(OC)c(OC)c1 (stereo unspecified) | -3%
O=C(NCCCn1ccnc1)/C(=C\c1cccnc1)NC(=O)c1ccccc1F | 8%
CC(C)n1c(NCc2ccc(N(C)C)cc2)nc2ccccc21 | 0%
Cc1nc(SC(C(=O)c2ccccc2)c2ccccc2)nc2ccccc12 (stereo unspecified) | -4%
COc1ccc2c(c1)C(=O)[C@@H](OC(=O)NS(=O)(=O)c1ccc(C)cc1)[C@H](c1ccc(OC)c(Br)c1)O2 | -7%
CSc1nnc(-c2cccn(Cc3cccc(Cl)c3)c2=O)o1 | 0%
C=CCOc1ccc(/C=N/Nc2ccccn2)cc1OC | 3%
Cc1ccccc1CC(=O)c1ccc(O)c(C)c1O | -7%[57.5 µM]
FC(F)(F)c1nc2cc3nc4ccccc4[nH]c3cc2n1 | 1%[57.5 µM]
CC(C)CC(COCc1cccc(Cl)c1)N1CCN(C(=O)c2cccc(C(F)(F)F)c2)CCC1=O (stereo unspecified) | 16%
O=C(CN1CCCCCC1)N1c2ccccc2Sc2ccccc21 | 4%
CCOc1ccc(C(c2c(C)[nH][nH]c2=O)c2c(C)[nH][nH]c2=O)cc1OCC | -5%
O=C1N=C(N2CCOCC2)S/C1=C/c1ccc(-c2ccc(F)cc2)o1 | -5%
Cc1cccc(NC(=O)c2ccc(N3CCOCC3)c([N+](=O)[O-])c2)n1 | u
CCCCOP(=O)(OCCCC)C(O)c1ccc(F)cc1 (stereo unspecified) | 3%[57.5 µM]
Cc1cc(C)c2nc(-c3ccco3)cc(C(=O)O)c2c1 | -1%
Cc1noc(NC(=O)c2ccccc2C(F)(F)F)c1C#N | 0%
Cc1ccc(NC(/C=C/N(C)C)=C/C(=O)C(F)(F)F)c(C)c1 | 3%
CC1CC(C)CN(c2oc(-c3ccco3)nc2C#N)C1 (stereo unspecified) | 9%
COc1ccc(NC(=O)c2ccc3ccccc3n2)cc1S(=O)(=O)Nc1ccccc1Cl | -1%

Continued:
Compound | ERK EGF block
CCCCn1c(=N)n(CCOc2ccc(C)cc2)c2ccccc21 | 0%
Oc1ccc(N=Cc2sc3ccccc3c2Cl)cc1 | 7%
COc1cccc(CNc2ncn[nH]2)c1OCc1ccc(F)cc1 | 1%
CCn1c(SCC(=O)Nc2ccccc2)nnc1C1CCCCC1 | 1%
Cc1ccc(OCC(=O)NC(=S)Nc2cccc(NC(=O)c3ccccc3)c2)cc1 | -4%
CC(C)N(C(=S)Nc1cc(S(=O)(=O)N2CCOCC2)ccc1Cl)c1ccccc1 | -6%
CCc1nnc(NC(=O)c2ccc3c(c2)C(=O)N(CC(C)C)C3=O)s1 | 1%
CC1=CC(C)C(COC(=O)CN2CCCCC2)C(C)C1 (stereo unspecified) | -10%[57.5 µM]
CN1CCc2nc3sc(C(=O)NCc4ccccc4)c(N)c3cc2C1 | -5%
CCn1c(-c2sc(-c3ccccc3)nc2C)n[nH]c1=S | -10%
C=CCOc1ccc(CNc2ccc3[nH]c(=O)[nH]c3c2)cc1 | 0%
C/C(=N\NC(=O)CSCc1ccc([N+](=O)[O-])cc1)c1ccccc1O | 11%
CC(C)c1ccc(CC(NC(=O)c2ccccc2)C(=O)NCC(=O)O)cc1 (stereo unspecified) | 1%
Cc1csc(NC(=O)c2cn3ccccc3n2)n1 | 2%
O=Cc1cn(CCC(=O)O)nc1-c1cccc2ccccc12 | -6%
Cc1[nH]nc2c1C(c1cnn(C)c1)C(C#N)=C(N)O2 (stereo unspecified) | 5%
CN(C)CCn1nnnc1SCC1=C(C(=O)O)N2C(=O)[C@@H](NC(=O)Cc3csc(N)n3)[C@@H]2SC1 | -3%[25.7 µM]
N#Cc1ccc(CN2CC3(CCN(C(=O)c4cc(C(F)(F)F)cc(C(F)(F)F)c4)CC3)C2)cc1 | -7%

Bioassay records: PubChem, National Center for Advancing Translational Sciences (NCATS)
